From PubChem BioAssay
PNC inhibitor: blocks assembly of the perinucleolar compartment. PC3M PTB-GFP, PNC prevalence imaging, 16 h; stronger effect = lower value. activity change (PNC), negative = inhibition, % at 10 µM. 3.1% of 140,000 active. AID 2417;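 active = readout at or below -70, meaning at least 70% loss of cells showing the perinucleolar compartment, a nuclear body marking cancer cells; inconclusive = readout between -30 and a set limit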;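 also: plate controls were DMSO wells for no effect and camptothecin positive control wells for full effect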
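Read-out is percentage of cells bearing a perinucleolar compartment, from automated 20x imaging of fixed, Hoechst-stained PC3M PTB-GFP cells. Cells were seeded 4 h, then exposed 16 h to compound (23 nl of library stock) in duplicate plates.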
ALOX15B inhib: 15-hLO-2 (ALOX15B) enzyme inhibition; Potency, µM (doses to about 57.1 µM), for the others: at the highest dose activity change, negative = inhibition, most hits filed as inhibitors; 0.56% of 110,000 active; O15296; purified 15hLO-2, xylenol orange hydroperoxide absorbance; also: potency is read from the fitted curve at half-maximal effect; nearly all actives have a fitted effect of over 60% in size; many of its hits are not listed in these tables
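Purified human 15hLO-2 (50 nM) preincubated 15 min with compound, then 45 uM arachidonic acid for 90 min at RT in 25 mM Hepes pH 7.5, 0.01% Triton X-100. Hydroperoxide detected by Fe-xylenol orange; 573/405 nm absorbance ratio.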
IMPase inh: IMPase inhibition in cells; CHO-M1 cells, IP1 accumulation, HTRF TR-FRET ratio; inhibition (IP1 accumulation), % at 46.1 µM; 120,000 tested, under 10 active; AID 901; active = well fitted curve in the direction sought with a large enough effect in the signal ratio, not every such curve was filed as active; inconclusive = small, poorly fitted or top-dose-only effect, or a change in a side signal; inactive = no such curve, though single readings can be large or run the other way; the % refers to the signal ratio;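 also: cells stimulated with carbachol in lithium chloride buffer; plate controls were DMSO basal wells for no effect and reference inhibitor wells for full effect; higher means more IMPase inhibition seen as more IP1 and lower FRET ratio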
Target sequence (P97697 whole entry, looked up): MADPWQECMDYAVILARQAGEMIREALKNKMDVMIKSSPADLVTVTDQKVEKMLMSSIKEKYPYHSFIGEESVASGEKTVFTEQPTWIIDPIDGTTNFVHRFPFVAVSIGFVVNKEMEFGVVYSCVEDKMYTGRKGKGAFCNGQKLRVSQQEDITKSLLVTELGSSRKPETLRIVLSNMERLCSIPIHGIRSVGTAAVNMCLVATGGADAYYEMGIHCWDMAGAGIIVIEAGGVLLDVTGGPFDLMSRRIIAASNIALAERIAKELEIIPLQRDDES
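Elevated IP1 in lysates lowers TR-FRET signal (665/620 ratio and 620 channel reported). Cells were CHO-M1, given carbachol (50 uM as added) plus 50mM LiCl, pH 7.4, 30 min, 37C; compounds titrated up to 46 uM; AC50 by Hill equation.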
ALOX12 inhib: blocks human 12-lipoxygenase activity. P18054. purified 12-hLO, xylenol orange hydroperoxide absorbance. Potency, µM (top dose mostly 57.1 µM), without a hit: top-dose activity change, negative = inhibition, usual class: inhibitors. 0.12% of 150,000 active; also: potency is read from the fitted curve at half-maximal effect; nearly all actives have a fitted effect of over 55% in size; many of its hits are not listed in these tables
Target sequence (P18054 whole entry, looked up): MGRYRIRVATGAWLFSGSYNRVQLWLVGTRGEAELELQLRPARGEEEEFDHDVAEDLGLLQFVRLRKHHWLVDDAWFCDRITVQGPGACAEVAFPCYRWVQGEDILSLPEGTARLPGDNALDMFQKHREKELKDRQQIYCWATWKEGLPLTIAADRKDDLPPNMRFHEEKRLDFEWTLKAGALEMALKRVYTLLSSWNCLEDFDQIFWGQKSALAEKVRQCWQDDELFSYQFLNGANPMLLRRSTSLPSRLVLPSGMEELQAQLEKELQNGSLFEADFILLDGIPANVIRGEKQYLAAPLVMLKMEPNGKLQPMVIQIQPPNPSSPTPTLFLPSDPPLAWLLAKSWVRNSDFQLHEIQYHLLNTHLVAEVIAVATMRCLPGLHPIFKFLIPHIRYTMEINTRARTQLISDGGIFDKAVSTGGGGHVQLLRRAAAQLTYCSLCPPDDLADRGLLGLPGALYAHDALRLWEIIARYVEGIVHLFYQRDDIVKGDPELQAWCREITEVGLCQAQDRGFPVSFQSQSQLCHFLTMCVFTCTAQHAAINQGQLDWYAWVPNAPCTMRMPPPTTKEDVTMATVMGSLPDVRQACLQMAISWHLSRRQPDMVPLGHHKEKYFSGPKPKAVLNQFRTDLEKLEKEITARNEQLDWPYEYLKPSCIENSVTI
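Hydroperoxide output read as Fe(III)-xylenol orange absorbance, 573-to-405 nm ratio, after 30 min reaction with 40 uM arachidonic acid. Enzyme: 150 nM purified human 12hLO, 15 min compound preincubation; 25 mM Hepes pH 7.0, room temperature.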
Starred values were filed as active, the others as inactive; ? = inconclusive; . = no result given; & = joins results of further samples; [ ] = remark or other dose. Unless noted, calls follow the shape of the dose curve; as a rule, active = well fitted curve in the direction sought with a large enough effect; inconclusive = small, poorly fitted or top-dose-only effect, or another doubt; inactive = no such curve, though single readings can be large; an effect the other way counts as inactive or inconclusive. Unless noted, % is scaled to controls: 0 for no effect and ±100 for the full control effect.

SMILES | PNC inhibitor | ALOX15B inhib | IMPase inh | ALOX12 inhib
C=CCNC(=O)c1cc2nc(C3CC3)cc(C(F)F)n2n1 | ? | -1% | 1 | -3%
O=C(Nc1nc2c(s1)CCCC2)c1cc(-c2ccncc2)nc2ccccc12 | 91 | . | -3 | -2%
Cc1ccc(Oc2coc3cc(OC(=O)c4cccs4)ccc3c2=O)cc1 | 39 | ? | 2 | 3%
O=c1cc(-c2ccccc2)oc2c(O)c(O)ccc12 | . | ? | . | -2%
C=CCN1C(=O)C(CCCC)NC1=S (centres undefined) | -18 | . | 0 | -1%
CC(C)c1nnc(NC(=O)C2CCCCC2)s1 | -118* | . | -15 | 3%
Clc1ccc(-c2nc3ncccn3c2Nc2ccc3c(c2)OCCO3)cc1 | 105 | -21% | 8&4 | 2%
COc1ccc(Nc2ccccc2)c(C)c1 | 25 | -24% | 14 | -17%
Cc1cc(C)c(C)c(OCCOCCNCc2ccccc2)c1 | -20 | . | . | 6%
CC(C)(C)N(NC(=O)Nc1ccccc1)C(=O)c1ccccc1Cl | 43 | -3% | 9 | 1%
CC1(C)C(=O)Nc2ccccc2N1C(=O)COc1ccc(S(=O)(=O)N2CCOCC2)cc1Cl | -7 | -5% | 8 | -8%
COc1ccc(C(=O)N/C(=C\c2ccco2)C(=O)NCc2cccnc2)cc1 | -13 | . | . | -5%
CS(=O)(=O)N1CCN(c2ccccc2NC(=O)c2cccnc2Cl)CC1 | 60 | -3% | 2 | 11%
O=C(CSCc1ccccc1Cl)NNC(=S)Nc1ccccc1 | 10 | -13% | -1 | -15%
CC(C)=CC(=O)OCC(=O)Nc1ncc(Cl)c(C)c1Cl | 10 | -9% | 7 | -6%
COc1ccc(C(c2sc3nc(C)nn3c2O)N2CC(C)OC(C)C2)cc1OC (centres undefined) | ? | . | -7 | 2%
CC(C)CC(NC(=O)C(NC(=O)C(Cc1ccc(OCc2ccccc2)cc1)NC(=O)OC(C)(C)C)C(C)C)C(N)=O (centres undefined) | -3 | . | . | 0%
C#CCNc1c(C)c(C)nc2ncnn12 | 15 | -1% | 17 | -6%
COc1cccc(NC(=O)C(=O)N/N=C/c2cc(C)n(-c3ccc(Cl)c(Cl)c3)c2C)c1 | -8 | -7% | -4 | -4%
CC1CCN(S(=O)(=O)c2ccc(NC(=S)NC(=O)c3ccc(Cl)cc3)cc2)CC1 | 31 | ? | 8 | 5%
O=C(CSc1nc2ccccc2c(=O)n1NC(=O)c1ccccc1)c1ccccc1 | -23 | -10% | 11 | -5%
CCC(=O)N1c2ccc(S(=O)(=O)N(CCO)Cc3ccccc3)cc2CC1C (centres undefined) | 17 | -9% | 5 | -4%
COC(=O)C(Cc1cnc(Cl)s1)(C(=O)OC)c1ccc(C(F)(F)F)cc1[N+](=O)[O-] | -15 | -2% | 14 | -8%
CCOC(=O)Cn1nnnc1C(CC)N(Cc1cc2ccc(C)cc2[nH]c1=O)C1CCCC1 (centres undefined) | -20 | 5% | 1 | -6%
Cc1cccc(COCC(Cc2ccccc2)N2CCN(C(=O)c3cc(Cl)cc(Cl)c3)CCC2=O)c1 (centres undefined) | ? | . | . | -8%

Reformatted: entries from further up
Structure	PNC inhibitor	ALOX15B inhib	IMPase inh	ALOX12 inhib
CC(C)(C)N(NC(=O)Nc1ccccc1)C(=O)c1ccccc1Cl	43	-3%	9	1%
CCC(=O)N1c2ccc(S(=O)(=O)N(CCO)Cc3ccccc3)cc2CC1C (centres undefined)	17	-9%	5	-4%
CC(C)CC(NC(=O)C(NC(=O)C(Cc1ccc(OCc2ccccc2)cc1)NC(=O)OC(C)(C)C)C(C)C)C(N)=O (centres undefined)	-3	.	.	0%
Cc1ccc(Oc2coc3cc(OC(=O)c4cccs4)ccc3c2=O)cc1	39	?	2	3%

Next part.
SMILES | PNC inhibitor | ALOX15B inhib | IMPase inh | ALOX12 inhib
CC1(C)CCC(NC(=O)[C@H](N)CCC(=O)O)CC1 | . | 2% | -10 | -5%
CCOc1ccccc1NC(=O)CCN1CCN(S(=O)(=O)c2ccc(OC)cc2)CC1 | -26 | 3% | -3 | -2%
CCOC(=O)N1CCC(NC(=O)c2ccc(CS(=O)(=O)c3ccccc3C)o2)CC1 | -8 | 1% | 2 | -1%
O=C(CCc1ccccc1)Nc1cc(C(F)(F)F)ccc1Cl | -8 | 9% | 4 | -4%
CN(C)S(=O)(=O)n1ccnc1 | 2 | -1% | -4 | 0%
O=C(CC1SC(=NCc2ccccc2)NC1=O)Nc1ccccc1 (centres undefined) | -5 | . | . | 9%
COc1ccc(C2N(c3ccccn3)C(=O)C3CCCN32)c(OC)c1 (centres undefined) | 20 | -8% | -1 | 0%
CC(C)OCCCNc1ncnc2c1[nH]c1ccc(F)cc12 | -18 | ? | 14 | 4%
CC(C)Cc1nc(S(=O)(=O)c2ccc(Cl)cc2)c(N2CCOCC2)o1 | 18 | -2% | -2 | 2%
COC(=O)c1sccc1NC(=O)c1ccc(C)s1 | 10 | . | -2 | -2%
CC(C)(C)c1cc2cccnc2n1Cc1cccc(Cl)c1 | ? | 34%[activator] | 10 | 1%
CCOC(=O)CSc1nnc(-c2ccco2)n1-c1ccccc1 | 13 | -21% | -3 | 1%
COc1cccc(-n2c(Cc3cc(=O)[nH]c(=O)[nH]3)nnc2SCC(=O)NC2CCCCC2)c1 | 9 | -8% | 0 | 3%
COc1ccc2c(COC(=O)CC3Sc4ccccc4NC3=O)cc(=O)oc2c1 (centres undefined) | -10 | . | . | -3%
CCCCC(=O)Nc1ccnc(-c2cccnc2)n1 | 60 | . | 3 | 3%
Cc1ccc(NC(=O)c2ccc(CSc3nnc(-c4ccncc4)n3C)cc2)cc1 | ? | 9% | -9 | 6%
O=C(CSc1nnc(-c2ccc(Br)o2)n1Cc1ccccc1)c1ccccc1F | ? | -20% | 1 | -6%
Cc1ccc2cc(CCNC(=O)CC(C)(C)C)c(=O)[nH]c2c1C | -14 | . | ? | -2%
O=C(Cn1c(=O)oc2cc(S(=O)(=O)N3CCCC3)ccc21)NCc1ccccn1 | ? | 4% | 5 | 3%
CCOc1ccc(C(CCc2ccccc2)NC(=O)c2ccccc2)cc1OCC (centres undefined) | -11 | -3% | 8 | -3%
Cc1nc(C)c(C(=O)Nc2ccccc2-c2ccccc2)o1 | -7 | -19% | 1 | -5%
CC1CC(C)CN(c2nc(NCc3ccco3)nc(N)c2[N+](=O)[O-])C1 (centres undefined) | 123 | . | . | 5%
COc1ccc(OC)c(-c2nnc(-c3ccc(C)o3)o2)c1 | -6 | -13% | 1 | 0%
Cn1c(CCNC(=O)c2ccccc2)nc2cc(NC(=O)c3ccco3)ccc21 | 8 | -3% | 0 | 1%
c1cc2c(cc1CN1CCOCC1)OCO2 | 34 | 2% | -2 | 4%

(listing goes on)
SMILES | PNC inhibitor | ALOX15B inhib | IMPase inh | ALOX12 inhib
Cc1ccc(NC(=O)CSC(N)=O)cc1Cl | 0 | ? | -3 | -13%
CCn1cc(S(=O)(=O)CC(=O)Nc2cc(C)on2)c2ccccc21 | 10 | 4% | ? | 0%
Cc1ccc(CSc2nnc(-c3ccccc3N)c(=O)[nH]2)cc1 | -29 | -5% | -8 | -13%
COCCn1c(=O)[nH]c2cc(C(=O)NCc3cccnc3)ccc2c1=O | -86* | 5% | 1 | -4%
O=C(NN1C(=O)/C(=C/c2cccs2)SC1=S)c1ccccc1 | -17 | . | 5 | 0%
CCOC(=O)N1CCN(C(=S)NCCOC)CC1 | 0 | -3% | 0 | 6%
O=C(CSc1ccccc1)NCCCN1CCOCC1 | -21 | 0% | 9 | -4%
C=CC(O)Cc1c(C)n[nH]c1C (centres undefined) | 103 | 0% | -8 | -1%
CC(C)CNC(=O)NC(=O)CSc1nc2ccccc2n1CC(C)C | 26 | 2% | 1 | 0%
CN1CCN(Cc2nc3c(c(=O)[nH]c(=O)n3C)n2CCc2ccccc2)CC1 | 5 | . | -6 | -3%
CCOCCC(=O)Nc1cc(Cl)ccc1OC | 0 | -1% | -5 | 6%
c1ccc(-c2nnc(C(c3ccccc3)c3ccccc3)o2)cc1 | 107 | . | . | 0%
O=C(NN1C(=O)C2C3C=CC(C4CC34)C2C1=O)c1ccc(Cl)cc1Cl (centres undefined) | 16 | -1% | 1 | 2%
N#Cc1cc2c(nc1SCc1ccc(Cl)cc1)CCCC2 | ? | . | 6 | 0%
CC(=O)Nc1ccc(SCC(=O)Nc2ccccc2-c2ccccc2)cc1 | 25 | . | 12 | 0%
Cc1csc(NC(=O)C2COc3ccccc3O2)n1 (centres undefined) | 24 | 15% | 9 | 5%
CCN1CCc2nc(NC(=O)CC(c3ccccc3)c3ccccc3)sc2C1 | ? | 13% | 5 | -2%
Cc1ccc(CCNC(=O)Cn2cccc2)cc1 | 22 | -1% | 2 | 3%
CC(C)COC(=O)C1[C@H]2C(=O)N(Cc3cccs3)C[C@]23C=C[C@H]1O3 (some centres undefined) | 4 | -4% | 4 | 5%
COCCN1C(=O)N[C@@H](CCc2ccccc2)C(C(C)=O)=C1C | -28 | . | . | 5%
COc1cc(N(C)C)c([N+](=O)[O-])cc1C(=O)NC(C)CNc1ccc([N+](=O)[O-])cc1Cl (centres undefined) | 52 | . | -7 | 2%
CNC(=O)c1ccccc1NC(=O)c1ccc(C)c(S(=O)(=O)N2CCCCC2)c1 | 34 | -1% | ? | -6%
CC1CC(NC(=O)Cc2ccc(Br)cc2)CC(C)(C)C1 (centres undefined) | -13 | . | 11 | -10%
CCN(CC)c1ccc(NC(=O)Cn2nnc(-c3cccc(OC)c3OC)n2)c(C)c1 | -8 | 1% | 0 | 5%
C/C(CC(=O)Nc1cccc(F)c1)=N\NC(=O)C(=O)NC1CCCCC1 | 0 | . | . | -4%

Additional structures:
SMILES | PNC inhibitor | ALOX15B inhib | IMPase inh | ALOX12 inhib
Cc1nc2scc(-c3ccc(Cl)cc3)c2c(=O)o1 | ? | -9% | -1 | 3%
CCN(Cc1nc2ccccc2c(=O)[nH]1)Cc1cc(=O)oc2cc(OC)ccc12 | -21 | -16% | 8 | 0%
CC(C)CNC1=CC(=O)CC(c2ccco2)C1 (centres undefined) | -81* | -16% | -2 | -17%
COCc1nnc(NC(=O)c2cc(C(=O)OC)cc([N+](=O)[O-])c2)s1 | 50 | . | . | -4%
O=c1oc2c(CN3CCOCC3)c(O)ccc2c2c1CCC2 | ? | -4% | -18 | -1%
Cc1ccc(NC(=S)NC(NC(=O)N(C)C)C(Cl)(Cl)Cl)cc1 (centres undefined) | -10 | . | . | -1%
O=C(CN1CCN(Cc2ccc(F)cc2Cl)C1=O)NCCCN1CCOCC1 | -5 | 4% | -22 | 0%
CC1=C(C(=O)Nc2ccccc2C)C(c2cccnc2)n2nc(CCCO)nc2N1 (centres undefined) | ? | 1% | 1 | -3%
COc1cccc(C2CC(C(F)(F)F)n3ncc(C(=O)Nc4c(C)n(C)n(-c5ccccc5)c4=O)c3N2)c1 (centres undefined) | 16 | . | ? | -3%
COCCn1c(SC(C(=O)Nc2cc(C)ccc2OC)c2ccccc2)nnc1-c1ccc(Cl)cc1 (centres undefined) | 37 | . | . | -2%
COC(=O)c1cccc(NC(=O)CCSc2ccc(Cl)cc2)c1C | -28 | 5% | -6 | -8%
CCCCN(C)CCNC(=O)c1ccc2c(c1)NC(=O)C(N1CCCCC1)S2 (centres undefined) | 5 | 17% | -1 | 2%
CCCCCCCNC(=O)C1CC(=O)N(C)C(=Nc2ccc(OC)cc2)S1 (centres undefined) | -10 | . | . | 3%
COc1ccc(CCNC(=O)CN2C(=O)C3(OCCCO3)c3ccccc32)cc1OC | -26 | -5% | -1 | -4%
O=C(CSc1nnc(-c2ccc(Br)cc2)o1)N1CCN(C(=O)c2ccco2)CC1 | 23 | 6% | 5 | 0%
Cc1cc(N2CCN(C(c3ccccc3)c3ccc(Cl)cc3)CC2)n2ncnc2n1 (centres undefined) | 12 | . | . | -3%

These rows are one share of the data; rates above refer to the full screens.
